PrPC TRFRET: cell surface PrPC inhibition, primary TR-FRET screen; P04156; TR-FRET read-out; inhibition, % at 13.8 µM; hit rate 0.43% among 370,000; AID 720596; in the data active means inhibition above about 24%; further: 0% = median of the test wells and 100% = reference compound wells
Rv3671c inh: inhibitors of M. tuberculosis serine protease Rv3671c; P9WHR9; inhibition, % at 5.96 µM; hit rate 0.048% among 320,000; in the data active means inhibition above about 38%;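 further: extracellular domain of Rv3671c used as enzyme; 0% = enzyme with DMSO and 100% = no enzyme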
Target sequence (P9WHR9 whole entry, looked up, the tested form may be a part): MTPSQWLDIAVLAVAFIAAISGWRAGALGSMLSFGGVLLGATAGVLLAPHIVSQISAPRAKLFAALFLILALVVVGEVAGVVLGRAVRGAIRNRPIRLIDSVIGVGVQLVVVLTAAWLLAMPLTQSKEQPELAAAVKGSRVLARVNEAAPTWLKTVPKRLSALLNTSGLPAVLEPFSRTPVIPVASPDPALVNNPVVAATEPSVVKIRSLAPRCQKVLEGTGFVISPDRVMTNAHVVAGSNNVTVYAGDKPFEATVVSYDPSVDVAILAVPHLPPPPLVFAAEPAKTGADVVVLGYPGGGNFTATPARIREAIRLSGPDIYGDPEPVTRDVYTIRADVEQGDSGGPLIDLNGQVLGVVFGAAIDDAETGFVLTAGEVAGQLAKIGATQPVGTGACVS
UGM FP inh: Mtb UDP-galactopyranose mutase inhibition; P9WIQ1; purified UGM, fluorescence polarization probe displacement; inhibition, % at 10 µM; hit rate 0.06% among 320,000; AID 504406; in the data active means inhibition above about 10%, passing the limit was not always enough; inconclusive means no clear call, values can overlap the other calls
Target sequence (P9WIQ1 whole entry, looked up): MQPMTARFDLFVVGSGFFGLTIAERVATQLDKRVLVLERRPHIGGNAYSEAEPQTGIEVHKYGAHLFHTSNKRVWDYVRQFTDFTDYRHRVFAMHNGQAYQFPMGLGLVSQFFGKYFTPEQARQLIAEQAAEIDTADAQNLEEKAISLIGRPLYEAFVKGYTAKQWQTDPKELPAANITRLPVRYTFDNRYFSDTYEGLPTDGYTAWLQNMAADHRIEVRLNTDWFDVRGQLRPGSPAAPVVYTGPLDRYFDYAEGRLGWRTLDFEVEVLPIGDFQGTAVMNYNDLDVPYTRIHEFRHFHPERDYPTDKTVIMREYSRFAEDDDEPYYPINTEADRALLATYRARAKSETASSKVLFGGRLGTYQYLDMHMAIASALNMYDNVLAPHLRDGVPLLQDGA
FadD28 binding: M. tuberculosis FadD28 bisubstrate binding inhibition; FadD28 bisubstrate probe binding, fluorescence polarization; inhibition, % at 12.5 µM; hit rate 0.22% among 360,000; AID 588549; in the data active means inhibition above about 8.5%, passing the limit was not always enough; inconclusive means no clear call, values can overlap the other calls
GDH-TPI inh: counter-screen for M. tuberculosis FBA inhibitors: GDH-TPI coupled enzymes. GDH-TPI coupled enzyme counterscreen, NADH absorbance. inhibition, % at 4.8 µM. hit rate 1.2% among 360,000. AID 588335; in the data active means inhibition above about 30%;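 further: 0% = DMSO wells and 100% = wells lacking the enzyme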
BoNT-F LC inh: inhibitors of Botulinum neurotoxin F light chain protease | Multiplex microsphere protease cleavage assay, flow cytometry | hit rate 0.22% among 360,000 | inhibition, % at 10 µM | AID 588497; in the data active means inhibition above about 35%, passing the limit was not always enough; inconclusive means no clear call, values can overlap the other calls; further: plate controls were buffer without enzyme for full effect and enzyme alone for no effect
MazF activator: activators of E. coli MazEF toxin-antitoxin RNase; P0AE70; FAM/BHQ RNA-DNA oligo cleavage fluorescence, 5 h; activation, % at 20 µM; hit rate 0.32% among 350,000; AID 504720; in the data active means activation above about 50%
Target sequence (P0AE70 whole entry, looked up): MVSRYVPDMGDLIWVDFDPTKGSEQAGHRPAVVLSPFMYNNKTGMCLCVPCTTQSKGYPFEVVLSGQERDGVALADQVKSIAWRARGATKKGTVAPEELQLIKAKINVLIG
BioA inh: blocks M. tuberculosis BioA enzyme activity; purified M. tuberculosis BioA enzyme, plate reader; inhibition, % at 9.99 µM; hit rate 0.096% among 360,000; AID 602481; in the data active means inhibition above about 40%; inconclusive means no clear call, values can overlap the other calls
FBA Mtb inh: inhibits M. tuberculosis FBA enzyme. P9WQA3. purified M. tuberculosis FBA, fluorescence read-out. inhibition, % at 1 µM. hit rate 2.3% among 360,000; in the data active means inhibition above about 27%;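 further: 0% = vehicle and 100% = reference inhibitor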
The depositor's hits bear a star; ? = inconclusive; · = not tested or not shown.

SMILES	PrPC TRFRET	Rv3671c inh	UGM FP inh	FadD28 binding	GDH-TPI inh	BoNT-F LC inh	MazF activator	BioA inh	FBA Mtb inh
CCCC(=O)Nc1sc(C)c(-c2ccc(OC)cc2)c1C#N	-1	-3	·	-3.4	4	-8	-6	-0.3	-1
CCO[C@H]1OC(C(=O)NC2CC2)=C[C@@H](C)[C@@H]1CCCO	5	-1	-1.4	-0.3	1	4	-2	-0.8	4
CC(NC(=O)C1CCN(Cc2ccc(Oc3ccccc3)cc2)CC1)c1cccc2ccccc12 (stereo unspecified)	-7	·	·	-2.7	10	-7	·	-2.9	0
COc1ccccc1NS(=O)(=O)c1cc(NC(=O)c2ccccc2F)ccc1N1CCOCC1	-11	-30	2.4	-2.6	-10	-2	3	·	2
CCN(CC)S(=O)(=O)c1ccc(Cl)c(NC(=O)COC(=O)/C=C/c2cc(OC)c(OC)c(OC)c2)c1	5	-14	0.0	0.8	10	-2	-10	0.1	11
COc1ccc(C2c3c(oc4ccccc4c3=O)C(=O)N2c2ccccn2)cc1 (stereo unspecified)	8	4	-2.3	0.2	0	-10	6	-1.5	0
CC/C(=N/O)C(=O)c1ccc(Br)cc1	13	-6	0.0	1.8	-1	-2	4	·	2
Cc1scc(-c2n[nH]c(=S)n2C(C)c2ccccc2)c1C (stereo unspecified)	10	-6	0.9	-1.4	-2	-5	0	0.4	3
O=C(Nc1ccccc1)Nc1ccccc1C(=O)NCC1CC1	2	-13	0.2	-1.3	9	·	-11	·	3
CCCS(=O)(=O)N1CCC(C(=O)NCc2ccc(F)cc2)CC1	3	-8	0.8	-1.7	4	-11	11	·	2
O=C(NN=C1CCCC1)c1[nH]c2ccc(Cl)cc2c1-c1ccccc1	13	-7	1.6	-9.5	-5	-20	-22	-1.2	4
CCCNC(=O)C1(C)CCN1C(=O)c1ccccc1CCc1ccccc1 (stereo unspecified)	5	·	·	-2.2	4	-5	·	0.4	-2
CCCc1ccc(C(=O)CN2C(=O)C(=O)N(C3CCCC3)C2=O)cc1	-3	3	0.1	0.6	-3	·	2	-1.8	-1
CCCNC(=O)c1onc(CSc2ccc(F)cc2)c1C(=O)NCC1CC1	2	-6	0.3	-4.0	-12	-14	-3	-0.9	3
CC(C)(C)OC(=O)NCCc1onc(-c2ccccc2F)c1C(=O)O	2	·	·	-2.2	4	-3	-4	0.7	-2

Given with values under each structure: two of the compounds above.
Screens in order – PrPC TRFRET, Rv3671c inh, UGM FP inh, FadD28 binding, GDH-TPI inh, BoNT-F LC inh, MazF activator, BioA inh, FBA Mtb inh
COc1ccc(C2c3c(oc4ccccc4c3=O)C(=O)N2c2ccccn2)cc1 (stereo unspecified)
  8, 4, -2.3, 0.2, 0, -10, 6, -1.5, 0
CC/C(=N/O)C(=O)c1ccc(Br)cc1
  13, -6, 0.0, 1.8, -1, -2, 4, ·, 2

Other entries
SMILES	PrPC TRFRET	Rv3671c inh	UGM FP inh	FadD28 binding	GDH-TPI inh	BoNT-F LC inh	MazF activator	BioA inh	FBA Mtb inh
COc1ccc2c3c1OC1C(=O)CC[C@@]4(O)[C@@H](C2)N(CC2CC2)CC[C@]314 (stereo partly specified)	-3	9	·	-2.3	-12	6	6	-0.5	2
CC1CCC(NC(=O)C(Cc2ccccc2)n2cccc2)CC1 (stereo unspecified)	7	0	3.4	-0.4	8	-4	8	·	-3
Cn1c(=O)[nH]c(=O)c2c1nc(SCC(O)CCl)n2Cc1ccccc1 (stereo unspecified)	-2	3	0.3	0.0	-8	?	7	-0.4	-1
Cc1ccc([C@H]2C(C(=O)O)=CC[C@@H](c3ccc(Cl)c(Cl)c3)N2S(=O)(=O)c2ccc(C)cc2)cc1	7	-13	·	-13	-3	3	-1	5.7	-1
Cc1cccc(-c2cc3nc(C)cc(NCCCn4ccnc4)n3n2)c1	-8	-1	1.9	-3.2	9	6	0	1.5	15
NCCCC(N)(C(=O)O)C(F)F (stereo unspecified)	1	10	-2.7	0.6	8	-22	5	-0.4	0
CCn1c(Cc2ccc(OC)cc2)nnc1SCC(=O)Nc1nc2ccccc2s1	2	-3	-1.9	-3.6	0	-4	-6	0.3	1
N#CCOC(=O)C1c2ccccc2Oc2ccccc21	3	25	-1.0	-3.9	8	-2	7	7.7	5
CN(C)CCOC(=O)Cc1ccc(Cl)cc1	-1	-12	5.0	-0.3	-2	-5	-2	-1.1	-2
CCOC(=O)CCc1c(C)c2ccc(OCC(=O)OC(C)C)cc2oc1=O	3	0	-0.3	0.9	13	2	1	2.0	67*
COc1cc(NC(=O)C2CC2)c(OC)cc1NC(=O)CCC(=O)NC1CCN(Cc2ccccc2)CC1	-1	4	-1.4	-1.0	11	-2	-26	·	1
COc1ccc2sc(N(CCCN(C)C)C(=O)c3ccc(S(=O)(=O)N4CCc5ccccc5C4)cc3)nc2c1	-10	5	6.1	-1.3	-4	-7	-55	-1.6	-1
CCc1noc(C)c1C(=O)Nc1ccc(C)c(S(=O)(=O)N2CCCCCC2)c1	1	2	0.5	-4.2	-6	2	-1	·	-2
Cc1ccc(-c2nn(CC(=O)NCc3cc(-c4nn(C)c(=O)c5ccccc45)ccc3C)c(=O)c3ccccc23)cc1	0	-7	4.7	-4.0	-7	2	-37	0.9	3
Cc1ccc(-c2c3c(=O)n(C)c(=O)n(C)c3cn2Cc2cccnc2)cc1	7	0	-0.2	-2.2	4	-9	3	1.1	0
O=C(COc1ccc(/C=N/NC(=O)C(=O)N2CCCCCC2)cc1)Nc1ccccc1Cl	2	-5	0.1	-0.4	-6	-6	-2	0.6	7
N#Cc1ccc(-c2ccc3nccn3c2)cc1	-15	·	·	-2.2	-9	-3	·	20	10
CCOc1cccc(/C=N/N=C/c2cccc(OCC)c2O)c1O	0	·	·	-0.6	8	-7	-19	0.0	4
O=C(Nc1cc(Cl)ccc1O)c1snnc1-c1ccccc1	-2	-16	-1.9	-3.0	2	-11	3	-0.4	-1
CC1CC(C)CN(C(=O)c2ccc(NC(=O)c3ccc(=O)[nH]c3)cc2)C1 (stereo unspecified)	-1	5	2.3	-2.5	-12	2	5	-0.4	4
CC(=O)N(CN1C(=O)c2ccccc2C1=O)c1cccc(C)c1	0	1	-1.6	-1.1	7	-3	5	0.6	2
O=C(c1cccc([N+](=O)[O-])c1)c1cc2ccccc2o1	1	-3	-0.7	0.4	8	1	3	·	3
O=C(Nc1ccc(S(=O)(=O)N2CCCCCC2)cc1)c1ccc(Br)o1	24	-23	-1.5	-4.9	0	-5	2	0.7	-1
O=S(=O)(Nc1ccc(N2CCCCC2)cc1)c1ccccc1F	1	5	-1.1	0.2	-9	-54	7	-0.4	1
c1ccc(-n2nnc(-c3nccs3)n2)cc1	4	0	-0.7	0.7	11	-12	4	1.0	3
Cc1ccc(NS(=O)(=O)c2ccc3c(c2)n(C)c(=O)n3C)cc1C	7	-6	1.1	-1.3	1	?	9	-2.2	0
O=C(Cn1[nH]c(=O)c2ccccc2c1=O)NCc1cccnc1	2	-1	-0.5	-1.5	-4	-8	0	0.9	-1
CC(=O)Nc1nc(-c2ccccc2)nc(C)c1C(C)=O	3	8	-1.8	-2.3	-14	9	3	0.3	-1
Cc1cc(C)n(C(=O)c2ccc([N+](=O)[O-])cc2N)n1	-7	0	1.5	-2.1	7	1	6	-0.7	-1
Cc1ccc(C(=O)OCC(=O)NCCc2ccccc2)cc1C	10	-8	-1.0	-3.5	-7	-6	0	0.5	-3

Rewritten field by field: entries from further up
compound: O=C(c1cccc([N+](=O)[O-])c1)c1cc2ccccc2o1
  PrPC TRFRET = 1
  Rv3671c inh = -3
  UGM FP inh = -0.7
  FadD28 binding = 0.4
  GDH-TPI inh = 8
  BoNT-F LC inh = 1
  MazF activator = 3
  BioA inh = ·
  FBA Mtb inh = 3
compound: CC(=O)N(CN1C(=O)c2ccccc2C1=O)c1cccc(C)c1
  PrPC TRFRET = 0
  Rv3671c inh = 1
  UGM FP inh = -1.6
  FadD28 binding = -1.1
  GDH-TPI inh = 7
  BoNT-F LC inh = -3
  MazF activator = 5
  BioA inh = 0.6
  FBA Mtb inh = 2

Next part:
SMILES	PrPC TRFRET	Rv3671c inh	UGM FP inh	FadD28 binding	GDH-TPI inh	BoNT-F LC inh	MazF activator	BioA inh	FBA Mtb inh
O=C(CCNS(=O)(=O)c1ccccc1C(F)(F)F)N1CCN(C(c2ccccc2)c2ccccc2)CC1	-3	-5	-1.3	0.5	-6	-11	-3	-0.5	-1
Cc1cc(C(=O)N2CCN(c3ccc([N+](=O)[O-])cc3)CC2)n[nH]1	-35	1	0.7	-1.4	30	10	-2	-2.4	-4
CC(=O)c1cccc(S(=O)(=O)N(Cc2cc3cc4c(cc3[nH]c2=O)OCCO4)CC2CCCO2)c1 (stereo unspecified)	2	1	-0.6	-2.6	19	-8	-4	-1.0	2
O=S(=O)(Nc1ccc(C(F)(F)F)cn1)c1ccccc1	5	5	0.5	-1.6	2	2	3	·	1
CCc1ccccc1NC(=O)COC(=O)C1CC(=O)N(c2ccc(F)cc2)C1 (stereo unspecified)	0	-3	0.7	1.0	9	-3	-5	0.7	-1
Nc1ncc(-n2cncn2)c(-c2ccccc2)n1	-2	-1	0.6	-2.0	7	-2	1	·	0
CC(C)c1ccc(NC(=O)CN2C(=O)NC3(CCCC3)C2=O)cc1	0	1	0.3	-2.5	6	-30	3	0.1	2
Cc1cccc(C(=O)NC(C)C(c2cccs2)N2CCOCC2)c1 (stereo unspecified)	-1	6	-2.2	-4.0	-5	-6	9	·	1
Cc1ccccc1NC(=O)OCc1cn(-c2ccc(Cl)cc2)nn1	7	3	0.3	-1.7	8	1	4	-1.3	1
CC(C)(C)c1ccccc1OCC(=O)NCCC(=O)O	-1	-12	0.6	0.0	-8	-4	6	1.1	-2
CCN[C@H]1C[C@H](C)S(=O)(=O)c2sc(S(N)(=O)=O)cc21	-6	-2	-1.4	0.0	7	-6	-12	-0.2	2
Cc1ccc(NC(=O)COC(=O)C2CCN(c3ccc(C(F)(F)F)cn3)CC2)cc1C	3	-10	0.8	-5.5	-1	-6	-5	-1.2	1
COc1ccccc1/C=N/NC(=O)CSc1cc(C)nc2ccccc12	11	5	0.6	-5.0	-2	-4	-11	·	-2
CS(=O)(=O)N(CC(=O)N1CCCCCC1)c1cccc(Cl)c1Cl	7	8	1.7	-1.6	11	-1	-3	-1.4	0
CN(C(=O)COc1ccc(Br)cc1Cl)C1CCCCC1	9	-9	1.7	-3.6	-3	-2	7	-0.6	2
CC(C)C[C@H](NC(=O)c1nc[nH]c1C(=O)NC1CCNCC1)C(=O)OC(C)(C)C	7	5	-0.2	0.0	4	-16	5	-1.3	5
CCOc1ccc(N2CC(C(=O)Nc3ccc(S(=O)(=O)N4CCCCC4)cc3)CC2=O)cc1 (stereo unspecified)	-6	-5	-0.1	-1.7	6	·	4	-0.8	1
COc1ccc(S(=O)(=O)N2CCN(CCOc3ccccc3Cl)CC2)cc1OC	0	7	-1.2	-1.6	8	-6	2	·	0
CCOC(=O)C1CCN(C/C=C/c2ccccc2)CC1	2	·	-2.3	0.1	5	6	-1	-1.6	-1
CCOc1ccc(N(CC(=O)NCc2ccccc2)C(=O)Cn2nnc(-c3ccc(C)o3)n2)cc1	-1	2	-0.4	-3.9	0	2	8	-0.2	-1
OCC[C@@H]1C[C@H](O)[C@@H](O)[C@]2(Cc3ccccc3CO2)O1	1	1	0.6	-0.8	0	-7	5	-1.7	0
COc1ccc(-c2cc(C(F)(F)F)n3nc(C(=O)Nc4cc(C)on4)cc3n2)cc1OC	-4	1	-1.0	-0.8	5	2	12	-1.0	5
Cc1ccc(-c2cc(C(=O)NCc3ccco3)no2)cc1	4	-2	-0.4	-0.4	2	-15	-4	-0.7	0
COc1ccc(Br)cc1CN(C)C(=O)c1cc(Cl)c2c(c1)OCCO2	8	2	-3.7	-2.1	12	10	1	-1.7	1
Cc1ccc(NS(=O)(=O)c2ccc3[nH]c(=O)[nH]c3c2)cc1	-4	2	0.6	-1.0	-1	-4	-16	-2.5	-2
COC1CC(=O)C2OC(c3ccccc3)OCC2O1 (stereo unspecified)	-4	·	·	-0.9	-1	3	5	-1.1	-2
COc1cc(C(=O)NCc2nnc(SCC(=O)NC3CCCC3)o2)cc(OC)c1OC	-3	4	0.5	-1.8	9	2	3	-0.5	1
CCOc1ccccc1NS(=O)(=O)c1cccc2nsnc12	-15	-1	-0.2	0.1	14	2	1	4.8	1
CCc1cc2c(=O)n(-c3ccccc3)c(=S)[nH]c2s1	0	-2	4.4	-1.9	32*	19	1	-0.2	2
O=[N+]([O-])c1ccc(Cl)c(S(=O)(=O)N2CCCCCC2)c1	·	1	-1.6	-2.9	1	-4	9	·	0
